CF NFkB block: cystic fibrosis NF-kB activation inhibition; KKLEB NF-kB-GFP reporter, PAF-induced, GFP fluorescence overnight; inhibition, % at 5 µM; 360,000 tested, 0.86% active;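 active = at least 50% inhibition at 5 µM, scaled per plate between neutral and stimulator controls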;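 note: PAF is a Pseudomonas aeruginosa culture filtrate used as stimulus; plate controls were PAF-stimulated DMSO wells for no effect and unstimulated DMSO wells for full effect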
NR2E3 ag-1: NR2E3 (human) agonism; AID 2300; GST-NR2E3/biotin-RetCOR TR-FRET, 1536-well; inhibition of corepressor binding, % at 4.78 µM; 320,000 tested, 0.12% active; Q9Y5X4;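 active = percent inhibition above the cutoff of mean plus 3 SD of all tested compounds, set per screening campaign, cut at about 20% in these data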;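 note: 0% = DMSO wells and 100% = biotin wells as full block of FRET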
Target sequence (Q9Y5X4 whole entry, looked up): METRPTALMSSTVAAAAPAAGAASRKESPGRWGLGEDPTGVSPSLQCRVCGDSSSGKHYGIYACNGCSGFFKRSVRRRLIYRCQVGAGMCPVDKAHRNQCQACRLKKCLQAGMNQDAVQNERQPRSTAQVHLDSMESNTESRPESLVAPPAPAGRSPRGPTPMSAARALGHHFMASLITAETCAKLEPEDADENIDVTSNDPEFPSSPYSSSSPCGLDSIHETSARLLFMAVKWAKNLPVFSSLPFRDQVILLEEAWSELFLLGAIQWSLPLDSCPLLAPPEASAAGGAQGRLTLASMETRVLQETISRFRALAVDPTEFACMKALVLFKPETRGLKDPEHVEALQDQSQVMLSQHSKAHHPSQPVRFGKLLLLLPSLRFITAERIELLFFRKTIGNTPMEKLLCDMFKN
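Assay system: NR2E3–RetCOR corepressor complex. Quantity: 1.35 nM GST-NR2E3. Buffer or medium: pH 7.5 Tris-based buffer. Reagent: biotinylated RetCOR corepressor at 7 nM final. Schedule: 5 h at 4 °C. Detection: TR-FRET, emission read at 617 and 671 nm. Replicates: one well per compound, singlicate testing.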
Shn3 3UTR inh: reduces Shn3 3'UTR luciferase signal in osteoblasts; Clone20 osteoblast Shn3 3'UTR firefly luciferase, 24 h; inhibition, % at 12.5 µM; 360,000 tested, 0.52% active;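 active = mean inhibition of at least 75% with every replicate also reaching 75%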;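 note: 0% = median of neutral control wells and 100% = pilot-screen positive control compound; some compounds past the cut are filed as inactive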
KKLEB tox: CF airway cell cytotoxicity counter-screen; AID 602141; 360,000 tested, 0.36% active; activity change (cytotoxicity), % at 5 µM; KKLEB CF airway cells viability, ATPlite luminescence, overnight; active compounds read low; cells stimulated with P. aeruginosa culture filtrate;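 active = corrected activity change at or below -50% at 5 µM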
TRAIL sens C8: caspase-8 TRAIL sensitization; inhibition (viability loss, TRAIL sensitization), % at 10 µM; AID 624354; 360,000 tested, 1% active; NB7+C8 cells + TRAIL, ATPlite viability luminescence;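 active = compounds causing at least 50% loss of cell viability in the single-dose screen, relative to plate controls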
hiPSC survival: enhancers of human iPSC single-cell survival. hiPSC single-cell survival, ATPlite luminescence; 100% = ROCK inhibitor wells, 0% = DMSO. survival enhancement, % at 20 µM. 360,000 tested, 0.044% active. AID 602274; in the data active = survival enhancement above about 18%;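 note: cells exposed to compounds for 16 hours before the ATP read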
NR2E3 ag-2: activates human NR2E3 receptor; Q9Y5X4; CHO-S Gal4-NCOR/VP16-NR2E3 two-hybrid, luciferase; inhibition of corepressor binding, % at 3.98 µM; 360,000 tested, 0.35% active; AID 602229;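 active = inhibition above the mean of all tested compounds plus 3 SD, cut at about 70% in these data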;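 note: 0% = DMSO with NR2E3 transfected cells and 100% = cells lacking NR2E3 construct; higher means lower luciferase signal from less NR2E3 corepressor binding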
HIF-2a block: inhibitors of HIF-2a. 786-0 RCC cells HIF-2a reporter, luciferase luminescence, overnight. inhibition, % at 18.8 µM. 360,000 tested, 0.72% active. AID 624352;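 active = inhibition of the luminescence signal of 40% or more relative to plate controls, in a single-dose primary screen at 18.75 µM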
MITF TRPM1 inh: inhibitors of MITF-driven TRPM1 promoter in melanoma cells; SK-MEL-5 TRPM1 promoter luciferase, 24 h; inhibition, % at 12.5 µM; 330,000 tested, 0.83% active;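 active = mean inhibition across replicates of 60% or more, whatever share of single replicates reaches that level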; note: values of inactives mirror those of a sister screen read the other way
EBV LMP1 NFkB: Epstein-Barr LMP1 NF-kappaB reporter inhibition. LMP1-induced NF-kappaB luciferase reporter cells, luminescence. inhibition, % at 12.5 µM. 350,000 tested, 0.69% active. AID 504558; in the data active = inhibition above about 41%;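 note: 0% = neutral control wells and 100% = reference inhibitor control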
Peg3 promoter: reduces Peg3 promoter-driven luciferase expression in HeLa | HeLa PEG-Prom luciferase reporter, luminescence, overnight | inhibition, % at 20 µM | 360,000 tested, 1.7% active;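 active = inhibition of at least 50% at 20 µM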
Numbers without * were called inactive; / = not tested or not shown.

structure	CF NFkB block	NR2E3 ag-1	Shn3 3UTR inh	KKLEB tox	TRAIL sens C8	hiPSC survival	NR2E3 ag-2	HIF-2a block	MITF TRPM1 inh	EBV LMP1 NFkB	Peg3 promoter
CC1=NN(C(N)=S)C(=O)C1N=Nc1ccc(O)cc1 (stereo unspecified)	-3	/	43	0	31	0.2	-20	-71	-3	-6	-53
C/C=C/Cn1c(N(C)Cc2ccccc2)nc2c1c(=O)[nH]c(=O)n2C	16	3	-9	-1	12	-2.9	-16	11	-21	-5	7
O=C(c1cccs1)c1coc2ccc(O)cc12	-8	0	-101	6	-10	-4.2	-101	-309	-85	5	-282
Cc1ccc(C(C)NC(=O)c2ccco2)cc1 (stereo unspecified)	0	-2	-13	3	-17	1.4	2	5	-2	1	2
O=C1N2c3ccccc3CCc3cccc(c32)C1(O)C(F)(F)F (stereo unspecified)	-12	2	-91	15	-13	2.8	-27	12	-8	-3	11
O=c1[nH]ncc(N/N=C\c2cccnc2)c1Cl	-16	-2	11	-6	-20	0.8	-20	-9	5	-1	-2
COc1cc(NC(=O)c2cc([N+](=O)[O-])ccc2NC(=O)CNC2CCCCC2C)cc(OC)c1 (stereo unspecified)	30	3	67	-27	11	-0.4	-18	15	-7	10	33
O=C(CO/N=C/c1ccccc1OC(F)F)NC1CCCC1	0	0	-25	6	5	0.2	7	26	4	-1	9
O=C(CN1CCN(c2ccccc2F)CC1)c1ccc2cc[nH]c2c1	2	-2	4	-1	4	1.9	-30	-22	5	-10	-17
CC(C)CN(CC(C)C)S(=O)(=O)N1CCC(C(=O)NCCN2CCOCC2)CC1	14	2	2	1	-1	-0.5	-2	13	-3	1	16
Cc1nc(C(F)(F)F)ccc1C(=O)N1CCC(C)(C(=O)NS(=O)(=O)C2CC2)C1 (stereo unspecified)	-18	/	-7	-5	-9	-0.1	-25	9	/	/	-4
O=C(CNC(=S)NC(=O)c1cccs1)c1ccccc1	2	2	-36	6	-2	-0.3	-58	-134	-45	-21	-179
CCCOc1c(Br)cc(C(=O)OCC(=O)NC(=O)c2cccn2C)cc1OC	8	3	-2	-22	3	0.3	-6	14	2	6	21
N#CCc1nc(CSc2nc3ccccc3o2)cs1	6	1	-55	-5	-10	-2.0	-67	-240	-54	-35	-170
CCOc1ccc(-c2nnn(CCC#N)n2)cc1OC	-5	6	-18	0	-5	3.3	1	10	-15	1	4
O=C(CCc1c[nH]c2ccccc12)NCC1COc2ccccc2O1 (stereo unspecified)	1	-2	-10	-7	9	-0.1	-2	9	-1	-9	2
O=C(Nc1ccc(Cl)cn1)c1ccc2c(Cl)c3c(nc2c1)CCC3	2	0	-26	-26	57*	0.3	-10	-182	1	0	-106
CCOCCn1ccc2c(OCC(=O)NCCc3ccc(OC)c(OC)c3)cccc2c1=O	-23	-3	22	2	-21	0.3	-12	16	0	-3	-2
COc1ccc(C(C(=O)NC2CCCCC2)N(CC2CCCO2)C(=O)CCCC(=O)Nc2ccccn2)cc1 (stereo unspecified)	-2	/	-11	-1	-5	0.2	-42	16	8	0	8
O=C(Nc1cccnc1)Nc1ccc(Cl)cc1Cl	-7	2	6	-2	-14	-0.9	-36	-87	-30	0	-76
CSc1ccccc1C(=O)C1CCCN(C(=O)c2cc(C(C)C)no2)C1 (stereo unspecified)	18	-3	27	-6	-8	-1.1	-6	-18	0	4	6
CN(Cc1ccccc1)C(=O)COC(=O)Cn1cnc2ccccc21	2	-2	-8	2	1	0.0	-26	19	0	0	3
COc1ccc(OCC(=O)Nc2c3c(nn2C(C)(C)C)CS(=O)(=O)C3)cc1	2	6	7	-6	-7	0.7	-6	16	-9	-5	-5
Cc1c(Nc2nc(-c3ccc(Cl)cc3)cs2)c(=O)n(-c2ccccc2)n1C	-16	0	22	15	-1	0.3	-4	-2	16	10	7
C=C1C(=O)OC2C1CCC(C)=C1C(=O)C3OC3(C)C12 (stereo unspecified)	86*	/	98*	-85*	41	27*	4	92*	105*	25	107*

More entries:
structure	CF NFkB block	NR2E3 ag-1	Shn3 3UTR inh	KKLEB tox	TRAIL sens C8	hiPSC survival	NR2E3 ag-2	HIF-2a block	MITF TRPM1 inh	EBV LMP1 NFkB	Peg3 promoter
CCOC(=O)c1sc(S(C)=O)c2c1CCc1conc1-2 (stereo unspecified)	1	-1	1	-7	-19	0.4	15	10	/	/	2
O=C(CCn1cnnn1)Nc1ccc(Cl)cc1Cl	3	2	3	9	-9	-2.0	-7	20	-9	-5	2
COc1ccc(OC)c(-c2c(C#N)c(N)nc3c2c(=O)nc2sccn23)c1	0	2	-5	8	-5	0.0	-2	21	12	-3	2
Cc1cccc(NCc2ccccc2OCc2ccccc2F)c1	-11	1	6	9	-24	-1.6	-7	4	-7	-13	2
C=CCNc1nc(C)c(C(C)=O)cc1C#N	8	1	1	6	-4	-0.4	-19	14	4	6	12
CC(=NNC(=O)c1ccncc1)c1cccc(Br)c1	12	/	1	-5	9	3.0	-39	-10	-1	4	-7
COCCNC(=O)c1cc(-c2ccc(Cl)c(Cl)c2)on1	1	3	-87	-2	-3	1.4	-6	-128	-43	-6	-130
CCCNC(=O)C1(C)CCN(C(=O)c2cc(C)n(C(C)(C)C)n2)C1 (stereo unspecified)	6	/	65	1	-16	1.6	-20	14	/	/	12
Cc1ccc(OCC(=O)Nc2cc(S(=O)(=O)N3CCCCC3)ccc2C)c([N+](=O)[O-])n1	5	-2	12	-18	0	2.6	-15	19	5	9	5
Cc1cccc(CS(=O)(=O)Cc2ccc(C(=O)NC3CCCCCC3)o2)c1	6	-6	2	-3	-4	-0.4	-15	10	3	-5	11
O=C(CCNC(=O)c1ccccc1Cl)Nc1cc(C(F)(F)F)ccc1Cl	-10	5	16	5	-7	3.6	18	13	-6	7	-4
Cc1cc(OCC(=O)NNC(=O)CCc2ccccc2)ccc1Br	4	9	3	-9	-2	-0.5	-20	7	9	0	2
O=C(O)CN1C(=O)SC(Nc2ccc(Cl)cc2)C1=O (stereo unspecified)	-23	3	17	14	-2	-0.1	-9	10	-2	-19	-4
CCSCCNC(=O)c1cncc(Br)c1	4	-1	-4	-2	13	-1.9	-6	1	-15	-5	-10
c1ccc(N2CCN(Cc3ccsc3)CC2)nc1	6	2	4	8	-10	-1.3	-3	-10	-7	-1	-8
COc1cccc(C(=O)COc2cccc(NC(=O)c3ccco3)c2)c1	-2	2	-11	-4	-5	-0.6	-22	-18	-5	-4	-15
Oc1ccc(-c2[nH]ncc2-c2cnn(-c3ccccc3)c2)c(O)c1	9	1	13	2	1	0.2	5	22	-5	-15	1
COc1ccc(O)c(/C=N\NC(=O)CCn2nnc3ccccc32)c1	5	2	47	-3	19	1.8	7	-2	16	14	28
O=C(NC1CCCCCC1)C(=S)NCCc1ccccc1	20	2	-19	-16	-6	0.1	-26	-126	-37	-28	-97
O=C(NCCC(=O)N1CCN(c2ccccn2)CC1)c1ccc([N+](=O)[O-])cc1	21	/	-2	-1	-10	-2.4	-7	5	3	0	1
COCCNc1nc2cc(-c3cccc(C(F)(F)F)c3)sc2c(=O)n1C	2	/	11	-1	-13	1.2	14	-8	/	/	4
O=C(c1cccc(NS(=O)(=O)c2ccc(F)c(F)c2)c1)N1CCN(C(c2ccccc2)c2ccccc2)CC1	50*	1	25	2	2	-1.3	-4	18	3	-12	22
O=C(CN1CCN(c2ccc(F)cc2)CC1)Nc1ccc(-n2cnnn2)cc1	16	3	23	-16	2	-1.0	-5	-4	1	8	-15
C/C(=N\O)C1/C(=N/O)CC2C1C2(C)C (stereo unspecified)	-18	-1	4	3	6	0.9	-26	10	7	-3	18
CCCOc1ccc(NC(N)=O)cc1OCCC	2	3	-9	0	8	2.7	-22	21	-2	-1	9

(list continues)
structure	CF NFkB block	NR2E3 ag-1	Shn3 3UTR inh	KKLEB tox	TRAIL sens C8	hiPSC survival	NR2E3 ag-2	HIF-2a block	MITF TRPM1 inh	EBV LMP1 NFkB	Peg3 promoter
CC(=O)N(Cc1ccccc1)C1CC(=O)N(Cc2ccccc2)C1=O (stereo unspecified)	10	/	9	-1	-1	-0.3	1	9	-5	0	9
O=C(NCc1nnc(SCC(=O)N2CCCc3ccccc32)o1)c1c(F)cccc1Cl	-14	6	5	7	1	1.6	23	10	3	15	-4
CC(C)c1nccn1S(=O)(=O)c1cc(Cl)ccc1Cl	0	1	-18	5	4	2.8	-7	8	14	8	9
CCOC(=O)CCC(NC(=O)CCCCCCCCC(=O)NC(CCC(=O)OCC)C(=O)OCC)C(=O)OCC (stereo unspecified)	15	-1	1	-5	-8	-0.3	-17	18	0	3	3
O=C(NCc1nnc2c3ccccc3c(-c3ccccc3)nn12)c1ccccc1Cl	-13	2	0	7	1	-0.7	7	10	1	5	13
Cc1[nH][nH]c(=O)c1C=NCc1cccs1	-21	3	1	-28	-4	2.6	-7	12	3	4	16
O=C(OCc1cn([C@H]2C[C@H](c3ccccc3)N(CC3CCCCC3)C[C@@H]2O)nn1)c1ccccc1	4	/	-15	-7	1	-0.4	1	14	/	10	-4
CCN1CCc2c(C#N)c(N3CCOCC3)nc(N3CCOCC3)c2C1	-1	1	-4	2	7	-2.1	6	11	0	2	3
CCOc1ccc2[nH]c3ncccc3c(=O)c2c1	-36	3	-15	25	15	-0.5	22	-84	-4	-31	-28
Cc1ccnc(NC(=O)CCC(=O)N(CC(=O)NCC2CCCO2)Cc2ccc(F)cc2)c1 (stereo unspecified)	-11	2	9	13	6	0.0	-10	-1	4	-5	1
O=C(NCCCN1CCOCC1)c1onc(CSc2ccc(F)c(F)c2)c1C(=O)NCCCN1CCOCC1	9	2	3	6	5	-1.3	-9	9	2	1	11
CCC1(c2ccc(Cl)cc2)NC(=S)N(c2ccc(C)cc2)N1 (stereo unspecified)	-2	2	-50	24	-3	0.6	-83	-265	-34	-44	-260
CCn1cc(S(=O)(=O)CC(=O)NC2CCCCC2)c2ccccc21	-9	-1	5	3	-10	3.5	-10	10	-8	2	2
c1cncc(-c2nn3c(Cn4nnc5ccccc54)nnc3s2)c1	6	3	8	-4	-18	1.0	4	11	3	-2	5
CC1(C)Cc2c(c(-c3ccco3)nc3sc4c(NCCN5CCOCC5)ncnc4c23)CO1	-16	-1	12	-37	19	-2.6	12	10	21	-12	15
O=C(COC(=O)/C=C/c1ccc(OC(F)F)cc1)NC1CCCCCCC1	3	-3	-17	-18	-11	0.5	-15	10	6	-15	14

Part of the list above, set out differently:
Cc1[nH][nH]c(=O)c1C=NCc1cccs1
  CF NFkB block: -21	NR2E3 ag-1: 3	Shn3 3UTR inh: 1	KKLEB tox: -28	TRAIL sens C8: -4	hiPSC survival: 2.6	NR2E3 ag-2: -7	HIF-2a block: 12	MITF TRPM1 inh: 3	EBV LMP1 NFkB: 4	Peg3 promoter: 16
CCC1(c2ccc(Cl)cc2)NC(=S)N(c2ccc(C)cc2)N1 (stereo unspecified)
  CF NFkB block: -2	NR2E3 ag-1: 2	Shn3 3UTR inh: -50	KKLEB tox: 24	TRAIL sens C8: -3	hiPSC survival: 0.6	NR2E3 ag-2: -83	HIF-2a block: -265	MITF TRPM1 inh: -34	EBV LMP1 NFkB: -44	Peg3 promoter: -260

Bioassay records from PubChem.

This is a subset; count on the stated rates, not on these rows.
